AMA1-RON2 inh = inhibitors of Plasmodium falciparum AMA1-RON2 interaction; actives 0.2% (n = 360,000); Potency, µM (highest dose often 58.2 µM), without a hit: at the highest dose activity change, negative = inhibition, actives largely listed as inhibitors; AlphaScreen AMA1-biotinylated RON2 peptide binding;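 further: potency means the concentration at half of the fitted maximal effect; 0% = vehicle wells and -100% = peptide control; nearly all actives have a fitted effect of over 45% in size; some results filed as inactive show a strong effect at the top dose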
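AMA1 (3D7) with his tag at 25 nM final met compounds first, then biotinylated RON2 peptide at 25 nM; detection used donor plus acceptor beads, 10 µg/mL apiece, read by AlphaScreen after 30 min at room temperature.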
Cycloheximide cs = counter-screen for Shiga toxin inhibitors: cycloheximide protein synthesis inhibition. AID 2314. cell reporter, cycloheximide protein synthesis inhibition counterscreen. actives 12% (n = 300,000). max response, %; in the data active means max response mostly above about 13%, no sharp cut-off; inactive means mostly below about 14%; further: read at 38.3 µM for the half of the compounds with a filed dose; 0% is about no effect
FBPA Giardia inh = inhibitors of Giardia lamblia fructose-1,6-bisphosphate aldolase. A8B2U2. purified Giardia FBPA. Potency, µM (highest dose often 59.6 µM), inactives show top-dose activity, negative = inhibition, usual class: inhibitors. actives 0.71% (n = 290,000); further: potency means the concentration at half of the fitted maximal effect; on the % scale 0 is the no-effect control and ±100 the full control effect; nearly all actives have a fitted effect of over 55% in size
Target sequence (A8B2U2 whole entry, looked up): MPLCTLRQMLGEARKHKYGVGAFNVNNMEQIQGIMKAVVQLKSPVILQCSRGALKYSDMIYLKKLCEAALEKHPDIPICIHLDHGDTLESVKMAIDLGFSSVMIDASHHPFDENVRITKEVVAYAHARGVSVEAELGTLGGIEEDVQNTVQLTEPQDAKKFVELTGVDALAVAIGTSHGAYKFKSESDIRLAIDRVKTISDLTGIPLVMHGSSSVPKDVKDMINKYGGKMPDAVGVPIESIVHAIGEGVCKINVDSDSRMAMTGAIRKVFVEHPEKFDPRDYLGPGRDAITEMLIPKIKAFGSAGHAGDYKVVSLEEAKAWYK
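Giardia FBPA (40 nM reagent) was preincubated 10 min at RT with compound (up to 57.5 uM final), then substrate plus GAPDH/TPI/NAD/arsenate coupling system with diaphorase/resazurin was added; resorufin fluorescence (525/598 nm) was read after 20 min.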
AmpC inh no detg = AmpC beta-lactamase inhibition without detergent; AmpC nitrocefin hydrolysis, absorbance 480 nm, 0.0001% Triton; actives 0.52% (n = 330,000); Potency, µM (doses to about 57.1 µM), inactives show top-dose activity change, negative = inhibition, actives largely listed as inhibitors; AID 485341;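 further: potency means the concentration at half of the fitted maximal effect; plate controls were no compound for no effect and no enzyme for full effect; nearly all actives have a fitted effect of over 20% in size; some results filed as inactive show a strong effect at the top dose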
Target sequence (P00811 whole entry, looked up): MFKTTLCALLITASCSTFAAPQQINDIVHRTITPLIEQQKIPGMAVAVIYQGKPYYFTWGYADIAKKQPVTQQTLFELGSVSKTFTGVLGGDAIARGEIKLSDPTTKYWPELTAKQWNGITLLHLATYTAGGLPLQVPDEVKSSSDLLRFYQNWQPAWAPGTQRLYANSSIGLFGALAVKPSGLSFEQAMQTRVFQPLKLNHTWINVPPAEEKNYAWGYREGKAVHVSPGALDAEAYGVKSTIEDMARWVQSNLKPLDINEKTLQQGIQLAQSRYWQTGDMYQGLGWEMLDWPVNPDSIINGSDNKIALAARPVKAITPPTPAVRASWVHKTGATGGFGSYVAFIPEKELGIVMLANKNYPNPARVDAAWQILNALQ
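AmpC (5.3 nM in the dispensed reagent) in 20 mM phosphate pH 7.0 with 0.01% (detergent screen) or 0.0001% Triton X-100 was preincubated with compounds for 15 min at room temperature. Nitrocefin was then added from an 800 uM solution, and hydrolysis was followed at 480 nm.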
Shiga inhibitor = inhibitors of Shiga toxin in Vero cells. inhibition, % at 38.7 µM. Vero cells, Shiga toxin protein synthesis inhibition reporter. AID 2315. actives 9.2% (n = 290,000); in the data active means inhibition mostly above about 28%, no sharp cut-off; inactive means mostly below about 43%; further: 0% is about no effect
AmpC detergent = inhibitors of E. coli AmpC beta-lactamase with detergent | P00811 | AmpC hydrolysis of nitrocefin, absorbance 480 nm, 0.01% Triton | Potency, µM (doses to about 114 µM), inactives show at the highest dose activity change, negative = inhibition, actives largely listed as inhibitors | actives 0.041% (n = 370,000);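 further: potency means the concentration at half of the fitted maximal effect; 0% = no-compound wells and -100% = no-enzyme wells; nearly all actives have a fitted effect of over 25% in size; some results filed as inactive show a strong effect at the top dose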
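AmpC (5.3 nM in the dispensed reagent) in 20 mM phosphate pH 7.0 with 0.01% (detergent screen) or 0.0001% Triton X-100 was preincubated with compounds for 15 min at room temperature. Nitrocefin was then added from an 800 uM solution, and hydrolysis was followed at 480 nm.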
HCMV inh = blocks human cytomegalovirus replication; AID 1259415; HFF cells, HCMV-luciferase reporter, 72 h; active compounds read low; actives 4.5% (n = 410,000); activity change, negative = inhibition, % at 57.5 µM; in the data active means activity change below about -60%; inconclusive means no clear call, values can overlap the other calls; inactive means above about -39%; further: on the % scale 0 is the no-effect control and ±100 the full control effect
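HFF cells seeded 16 h at 37C, treated with compounds, infected with luciferase-reporter HCMV at MOI 1 PFU/cell; luciferase read at 72 h post infection, normalized to buffer-only and Salinomycin controls.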
* hit, by the source's call; ? = inconclusive; · = no result given; & = joins results of further samples; [ ] = remark or other dose. Unless noted, the call rests on the fitted dose curve; in most records, active means well fitted curve in the direction sought with a large enough effect; inconclusive means small, poorly fitted or top-dose-only effect, or another doubt; inactive means no such curve, though single readings can be large; an effect the other way counts as inactive or inconclusive.

SMILES	AMA1-RON2 inh	Cycloheximide cs	FBPA Giardia inh	AmpC inh no detg	Shiga inhibitor	AmpC detergent	HCMV inh
COc1cccc(/C=N/NC(=O)c2nnn(-c3nonc3N)c2-c2cccs2)c1	6%	13	-20%	-38%	25	-10%	?
O=S(=O)(Nc1cc(C(F)(F)F)ccc1N1CCOCC1)c1ccc2ccccc2c1	-24%	1	1%	27%	-22	4%	?
Cc1c(Cl)cccc1NC(=O)COC(=O)CN1C(=O)NC(C)(C)C1=O	0%	-1	-3%	-23%	-7	-7%	0
COc1ccc(N(CC(=O)NCCSC(C)(C)C)S(C)(=O)=O)c(OC)c1	-12%	-3	6%	26%	-3	?	-9
CC1CC(CCC(=O)NC(=S)Nc2ccc(Cl)cn2)C(=O)O1 (stereo not given)	-2%	14	-22%	-5%	3	-13%	?
COc1cc(NS(C)(=O)=O)c(OC)cc1NC(=O)c1ccccc1	2%	-3	-13%	3%	-2	-14%	61
CCCN(CCC)CCN1C(=O)C2C(C(=O)Nc3cccc(SC)c3)C3C=CC2(O3)C1C(=O)NC1CCCCC1 (stereo not given)	1%	-4	-14%	87%[activator]	-6	-8%	-29
O=C(NCCN1CCOCC1)NC1(C(F)(F)F)Oc2ccccc2O1	13%	14	-3%	0%	-12	0%	22
CC(OC(=O)c1ccncc1)C(=O)Nc1ccc([N+](=O)[O-])cc1Cl (stereo not given)	-2%	10	4%	7%	4	1%	-15
NC(=O)c1ccc[n+](CC(=O)c2ccc(Cl)c(Cl)c2)c1	-1%	12	-2%	-17%	12	1%	-30
O=C(N[C@H](CO)[C@H](O)c1ccc([N+](=O)[O-])cc1)C(Cl)Cl	-5%	·	9%	·	·	·	-21
Cc1ccc2oc(/N=C(\N)NC(=O)C3CC3)nc2c1	95%[activator]	55*	0%	-34%	65*	3%	-5

Molecules from the list above that contain fluorine, in the order listed:
SMILES	AMA1-RON2 inh	Cycloheximide cs	FBPA Giardia inh	AmpC inh no detg	Shiga inhibitor	AmpC detergent	HCMV inh
O=S(=O)(Nc1cc(C(F)(F)F)ccc1N1CCOCC1)c1ccc2ccccc2c1	-24%	1	1%	27%	-22	4%	?
O=C(NCCN1CCOCC1)NC1(C(F)(F)F)Oc2ccccc2O1	13%	14	-3%	0%	-12	0%	22

Individual results from above:
`CC(OC(=O)c1ccncc1)C(=O)Nc1ccc([N+](=O)[O-])cc1Cl` (stereo not given) in AmpC detergent: 1%
`NC(=O)c1ccc[n+](CC(=O)c2ccc(Cl)c(Cl)c2)c1` in FBPA Giardia inh: -2%

Continued:
SMILES	AMA1-RON2 inh	Cycloheximide cs	FBPA Giardia inh	AmpC inh no detg	Shiga inhibitor	AmpC detergent	HCMV inh
Cc1ccc(S(=O)(=O)N2CCN(C(=O)c3ccccc3OCc3c(C)noc3C)CC2)cc1C	-9%	·	·	148%[activator]	·	-20%	5
CCOc1ccc(C2/C(=C(\O)c3cccc(OC)c3)C(=O)C(=O)N2c2ccccn2)cc1OC (stereo not given)	3%	-3	5%	-34%	-12	6%	9
O=C(CCN1CCCCC1)c1ccc2c(c1)OCO2	-3%	20	-1%	-34%	-9	0%	-29
C(=C\c1nccc2c1[nH]c1ccccc12)/c1ccccc1	53%[activator]	33*	-17%	-50%	85*	?	82
CC(C)CNC(=S)N(CCO)Cc1cc2cc3c(cc2[nH]c1=O)OCO3	0%	-1	4%	-21%	-13	-3%	24
CCc1nc2ccc(C)cc2c(C(=O)NC2CCCCC2C)c1C (stereo not given)	-5%	-2	9%	57%	12	-5%	17
O=c1[nH]ncc2c3ccccc3n(Cc3ccccc3)c12	-1%	-4	-5%	-19%	-9	-12%	-6
C=CCc1c(C)nn(CC(=O)O)c1-c1ccccc1	0%	-2	13%	-6%	-6	-9%	-17
CCc1nnc(NC(=O)CCN2C(=O)CCC2=O)s1	-6%	-2	1%	-21%	-4	-10%	-2
O=C(NC1CCCCC1)C1CCC(=O)N(Cc2cccc(C(F)(F)F)c2)C1 (stereo not given)	-3%	-2	0%	85%[activator]	18	5%	-61*
COc1ccc(-n2nc(C(=O)Nc3cc(OC)c(OC)c(OC)c3)c3ccccc3c2=O)c(OC)c1	-20%	8	-4%	-9%	-2	?	-9
CCOC(=O)N1CCN(C(=O)COc2ccc(Br)cc2Cl)CC1	-4%	-2	2%	112%[activator]	24	4%	-12
CCOC(=O)C(NC(=O)c1ccccc1)(OCc1ccccc1)C(F)(F)F (stereo not given)	4%	-2	-5%	-7%	-3	-5%	-33
CCC(C)(C)NC(=O)C(NS(=O)(=O)c1cccs1)c1ccccc1 (stereo not given)	7%	1	-6%	-21%	15	-6%&-3%	-17&-15
CCCCn1c(N)c(N(CC)C(=O)c2ccc(N(C)S(=O)(=O)c3ccc(C)cc3)cc2)c(=O)[nH]c1=O	11%	·	·	4%	·	-9%	-25
COc1ccc(CNC(=O)CSc2nnnn2C)cc1OC	-15%	-4	4%	-5%	-15	2%	27
COc1ccc(-n2c(COc3ccc(C)cc3)nnc2SCC(=O)O)cc1	-8%	5	?	12%	-11	3%	-12
C/C(=N\NC(=O)Cc1ccc(O)cc1)c1cccnc1	40%[activator]	2	2%	-18%	11	?	6
CCCCN(CCCNC(=O)Cn1nc(CC)n2c(cc3sc(C)cc32)c1=O)Cc1ccccc1	-10%	-5	-2%	-12%	22	-8%	-25
COCCn1c(-c2ccccc2)nc2oc3cc(OC)ccc3c(=O)c2c1=O	-7%	-3	1%	5%	-9	0%	-6
CCOc1cc(C2C(C(=O)OC)=C(C)N=C3SCCC(=O)N32)ccc1OC(C)=O (stereo not given)	1%	2	0%	2%	-26	-1%	23
CC(=O)Nc1cccc(C)c1	-5%	·	·	-10%	·	1%	-10
C[n+]1cccc(C(=O)Nc2ccccc2)c1	6%	-3	1%	-18%	-5	2%	33
CCS(=O)(=O)c1ccc(N)cc1	3%	10	-24%	-18%	10	0%	-34
O=C(Nc1cccnc1)Nc1cccc([N+](=O)[O-])c1	3%	-1	9%	-35%	22	-8%	-25
CC(C)CNC(=O)COc1cccc(C(=O)NCc2ccccc2)c1	-1%	-2	3%	-4%	-4	?	-29
CC(C)CNC(=O)c1ccccc1NC(=O)c1ccc(CN2CCOCC2)cc1	0%	-1	1%	26%	9	0%	38
C/C(=N\NC(=O)c1cccc(S(=O)(=O)N2CCCC2)c1)c1ccccc1F	101%[activator]	·	·	-14%	·	?	-1
COc1cccc([C@@H]2Oc3ccc(OC)cc3C(=O)[C@H]2OC(=O)N[C@H](C)C2CCCCC2)c1	·	11	-3%&2%	-53%	9	-10%	·
Cc1cc(C(=O)CSc2ncn[nH]2)c(C)n1-c1cccc(S(=O)(=O)N2CCOCC2)c1	6%[2.32 µM]	1	-3%	1%	-14	-3%	-29
Cc1ccccc1NC(=S)N1CCN(c2ccccc2Cl)CC1	-12%	1	2%	-19%	-10	-2%	-14
CC(=O)Nc1ccc(C(=O)CN2C(=O)NC3(CCCCCC3)C2=O)c(F)c1	-8%	·	·	-12%	·	·	?
COCCNC(=O)CCn1nc(-c2ccc(Cl)cc2)c2ccccc2c1=O	-2%	-8	-6%	29%	-4	-5%&31%	-15
O=C(c1ccccc1F)N1CCN(Cc2cccc(Cl)c2)CC1	?	-3	-17%	14%	16	?	-32
COC(=O)c1sccc1NC(=O)Nc1cc(C)cc(C)c1	-13%	47*	·	-49%	80*	1%	19
CCOC(=O)C1CCCCN1Cc1cccc(OCc2ccccc2)c1 (stereo not given)	-22%	6	?	21%	2	-6%	-15

Random excerpt: five entries already listed, in no set order.
SMILES	AMA1-RON2 inh	Cycloheximide cs	FBPA Giardia inh	AmpC inh no detg	Shiga inhibitor	AmpC detergent	HCMV inh
CCc1nnc(NC(=O)CCN2C(=O)CCC2=O)s1	-6%	-2	1%	-21%	-4	-10%	-2
COc1cc(NS(C)(=O)=O)c(OC)cc1NC(=O)c1ccccc1	2%	-3	-13%	3%	-2	-14%	61
C/C(=N\NC(=O)c1cccc(S(=O)(=O)N2CCCC2)c1)c1ccccc1F	101%[activator]	·	·	-14%	·	?	-1
CCOc1cc(C2C(C(=O)OC)=C(C)N=C3SCCC(=O)N32)ccc1OC(C)=O (stereo not given)	1%	2	0%	2%	-26	-1%	23
CCc1nc2ccc(C)cc2c(C(=O)NC2CCCCC2C)c1C (stereo not given)	-5%	-2	9%	57%	12	-5%	17

Next compounds:
SMILES	AMA1-RON2 inh	Cycloheximide cs	FBPA Giardia inh	AmpC inh no detg	Shiga inhibitor	AmpC detergent	HCMV inh
CCOC(=O)c1oc2cc(O)c(CC)cc2c(=O)c1-c1ccc2c(c1)OCCO2	-2%	-4	-8%	-9%	-4	-17%	-17
CCOc1ccc(C(=O)Nc2cccc(C(=O)O)c2)cc1Cl	-7%	38*	16%	-43%	59*	?	47
O=C1[C@@H]2[C@H]3CC[C@H](C3)[C@@H]2C(=O)N1O	16%	-1	1%	1%	17	4%	-6
CCOC(=O)c1sc(NC(=O)c2ccco2)nc1-c1ccccc1	26%	-2	4%	-11%	18	?	6
COc1cccc(CNC(=O)C2CCCN(S(=O)(=O)c3cnc[nH]3)C2)c1 (stereo not given)	-2%	-8	0%	-1%	-12	?	-26
C/C=N/NC(=O)c1cc(Br)ccc1O	37%[activator]	12	0%	-33%	20	-2%	5
CCOC(=O)N1CCC(NC(=O)c2cc(S(=O)(=O)N3CCC4(CC3)OCCO4)ccc2F)CC1	3%	-3	2%	51%	4	2%	-37
O=C(CCNC(=O)c1ccccc1)NNC(=O)c1ccc(F)cc1	4%	·	·	-13%	·	·	13
Cc1ccc(S(=O)(=O)NCC(=O)N2CCCC2)cc1	-22%	-6	1%	-22%	-11	?	17
COc1ccc(/C=N/NC(=O)c2cccc(O)c2)cc1Cn1nc(C)c([N+](=O)[O-])c1C	-3%	5	3%	-34%	24	3%	40
CC1(NC(=O)Nc2cccc(Br)c2)CCS(=O)(=O)C1 (stereo not given)	5%	·	·	-5%	·	·	-26
CC(C)CC(OC(=O)c1nsc(Cl)c1Cl)C(=O)NCC1CCCO1 (stereo not given)	13%	-5	3%	12%	-16	-10%	12
COc1cccc(-c2nc(CS(=O)(=O)CC(=O)NC3CCCC3)c(C)o2)c1	11%	-1	6%	53%	15	0%	-21

Single records, as listed above. Values in the order: AMA1-RON2 inh	Cycloheximide cs	FBPA Giardia inh	AmpC inh no detg	Shiga inhibitor	AmpC detergent	HCMV inh
COc1ccc(/C=N/NC(=O)c2cccc(O)c2)cc1Cn1nc(C)c([N+](=O)[O-])c1C reads -3%	5	3%	-34%	24	3%	40
O=C1[C@@H]2[C@H]3CC[C@H](C3)[C@@H]2C(=O)N1O reads 16%	-1	1%	1%	17	4%	-6

Source: PubChem BioAssay
